Compound activity from PubChem BioAssay.
CHX counter: counter-screen for Shiga toxin inhibitors: cycloheximide protein synthesis inhibition | cell reporter, cycloheximide protein synthesis inhibition counterscreen | 300,000 compounds, 12% hits | max response, %; in the data active means max response mostly above about 13%, no sharp cut-off; inactive means mostly below about 14%; further: read at 38.3 µM for the half of the compounds with a filed dose; 0% is about no effect
Shiga inhibitor: Shiga toxin inhibition. Vero cells, Shiga toxin protein synthesis inhibition reporter. AID 2315. 290,000 compounds, 9.2% hits. inhibition, % at 38.7 µM; in the data active means inhibition mostly above about 28%, no sharp cut-off; inactive means mostly below about 43%; further: 0% is about no effect
TbPYK inhibitor: blocks Trypanosoma brucei pyruvate kinase. TbPYK enzyme, Kinase-Glo Plus ATP luminescence, 45 min. Potency, µM (series often up to 76.8 µM), for the others: at the top dose activity, negative = inhibition, actives largely listed as inhibitors. AID 624173. 410,000 compounds, 0.12% hits. Q57TT1; further: potency means the concentration at half of the fitted maximal effect; on the % scale 0 is the no-effect control and ±100 the full control effect; nearly all actives have a fitted effect of over 50% in size
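Luminescence from Kinase-Glo Plus, added after a 45-minute room-temperature reaction, served as the end-point read-out. The enzyme and substrate were preincubated with compound before ADP (130 uM final) initiated turnover. Concentration-effect curves came from normalized qHTS data.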
LmPK inh: inhibitors of Leishmania mexicana pyruvate kinase; Q27686; 290,000 compounds, 0.37% hits; purified LmPK, Kinase-Glo ATP luminescence, 1 h; Potency, µM (series often up to 57.5 µM), without a hit: at the top dose activity change, negative = inhibition, hits mostly inhibitors; AID 1721; further: potency means the concentration at half of the fitted maximal effect; on the % scale 0 is the no-effect control and ±100 the full control effect
Target sequence (Q27686 whole entry, looked up): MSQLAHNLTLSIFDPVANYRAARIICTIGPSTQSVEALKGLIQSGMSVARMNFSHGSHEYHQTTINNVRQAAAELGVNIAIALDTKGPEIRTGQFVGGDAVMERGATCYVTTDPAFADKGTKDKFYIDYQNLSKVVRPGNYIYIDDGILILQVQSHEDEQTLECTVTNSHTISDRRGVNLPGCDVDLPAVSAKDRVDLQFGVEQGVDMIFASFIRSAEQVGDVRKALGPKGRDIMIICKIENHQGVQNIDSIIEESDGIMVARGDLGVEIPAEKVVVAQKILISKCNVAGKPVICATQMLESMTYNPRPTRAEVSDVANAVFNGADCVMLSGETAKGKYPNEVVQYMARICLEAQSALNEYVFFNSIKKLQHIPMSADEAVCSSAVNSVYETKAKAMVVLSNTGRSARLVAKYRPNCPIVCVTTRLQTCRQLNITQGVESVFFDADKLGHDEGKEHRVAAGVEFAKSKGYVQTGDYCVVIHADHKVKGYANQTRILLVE
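In 50 mM imidazole pH 7.2 with 7 mM MgCl2, LmPK (0.1 nM) turned over PEP (0.5 mM) and ADP (0.1 mM) for 1 h at room temperature. Luciferase read-out of ATP.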
Pf growth 48h: P. falciparum growth inhibition at 48 hours (one generation); 310,000 compounds, 5.9% hits; Potency, µM (doses to about 28.7 µM), without a hit: at the highest dose activity change, negative = inhibition, hits mostly inhibitors; P. falciparum luciferase growth in erythrocytes, 48 h; further: potency means the concentration at half of the fitted maximal effect; on the % scale 0 is the no-effect control and ±100 the full control effect
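Growth was read as firefly luciferase luminescence after a 48 h, 37 C, 5% CO2 exposure of compounds to reporter-bearing P. falciparum cultures (0.1% parasitemia, 2% hematocrit final) in Albumax-supplemented RPMI 1640.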
Pf growth 96h: P. falciparum growth inhibition at 96 hours; P. falciparum luciferase reporter growth, 96 h; Potency, µM (doses to about 28.7 µM), without a hit: at the top dose activity change, negative = inhibition, usual class: inhibitors; 320,000 compounds, 6.9% hits; further: potency means the concentration at half of the fitted maximal effect; on the % scale 0 is the no-effect control and ±100 the full control effect
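Luminescence readout: decreased luciferase signal marks inhibited growth of reporter-expressing P. falciparum in infected red cells (2% hematocrit, 0.05% parasitemia final), exposed to compound two generations (96 h, 37 C, 5% CO2).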
AMA1 RON2 block: disrupts binding of P. falciparum AMA1 to RON2; 360,000 compounds, 0.2% hits; Potency, µM (titrated, usually from 58.2 µM), inactives show at the highest dose activity change, negative = inhibition, hits mostly inhibitors; AlphaScreen AMA1-biotinylated RON2 peptide binding; AID 720542;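 further: potency means the concentration at half of the fitted maximal effect; 0% = vehicle wells and -100% = peptide control; nearly all actives have a fitted effect of over 45% in size; some results filed as inactive show a strong effect at the top dose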
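AMA1 (3D7) with his tag at 25 nM final met compounds first, then biotinylated RON2 peptide at 25 nM; detection used donor plus acceptor beads, 10 µg/mL apiece, read by AlphaScreen after 30 min at room temperature.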
Active calls of the source: *; ? = inconclusive; / = no result given; & = joins results of further samples; [ ] = another dose, or the depositor's remark. Unless noted, the call rests on the fitted dose curve; in most records, active means well fitted curve in the direction sought with a large enough effect; inconclusive means small, poorly fitted or top-dose-only effect, or another doubt; inactive means no such curve, though single readings can be large; an effect the other way counts as inactive or inconclusive.

1: CC(C)(C)C(=O)NN=C1CCC(c2ccccc2)CC1 (centres undefined)
2: Cc1n[nH]c(C)c1CCN
3: CN(C(=O)COC(=O)CN1C(=O)C2CC=CCC2C1=O)c1ccccc1 (centres undefined)
4: CCOP(=O)(OCC)C(CC)N1CCOCC1 (centres undefined)
5: COc1ccc(Cn2nnc3c(=O)[nH]c(C(=O)NCCc4ccc(F)cc4)nc32)cc1OC
6: O=C(O)c1ccccc1C(=O)N1CCN(c2ncccn2)CC1
7: Cc1ccccc1-c1nc(SCc2cccnc2)c2c(=O)n(C)c(=O)n(C)c2n1
8: Cc1ccc(-n2c(SCC(=O)Nc3cc(C)on3)nc3ccccc3c2=O)cc1

compound no.	1	2	3	4	5	6	7	8
CHX counter	19*	-1	/	-9	-2	-5	5	13
Shiga inhibitor	24	21	/	-19	-1	-15	6	-12
TbPYK inhibitor	9%	-14%	-4%	-20%	-1%	3%	-9%	?
LmPK inh	6%	-4%	/	5%	0%	7%	3%	1%
Pf growth 48h	16%	?	11%	/	-13%	2%	14%	21%
Pf growth 96h	-13%	/	1%	-14%	?	25%	32%[activator]	/
AMA1 RON2 block	36%[activator]	2%	-22%	-4%	68%[activator]	-4%	-8%	14%

9: COc1cc(NC(=O)c2ccc(Br)o2)ccc1NC(=O)C(C)C
10: CCOC(=O)/C(C#N)=C/c1cn(CCOc2ccccc2)c2ccccc12
11: Cc1ccccc1NC(=O)NC1(C(=O)NCCCN2CCOCC2)CCCCC1
12: CCN(CCn1cccn1)C(=O)CC1C(=O)NCCN1Cc1cccc(OC)c1OC (centres undefined)
13: O=C(C1CCCN(S(=O)(=O)c2ccccc2)C1)N1CCN(c2ccccc2)CC1 (centres undefined)
14: COC(=O)c1ccc(C2C(C(=O)c3ccc(C)o3)=C(O)C(=O)N2c2cc(C)on2)cc1 (centres undefined)
15: CC(C)C(=O)N1CCN(c2ccc(NC(=O)c3ccc([N+](=O)[O-])o3)cc2)CC1
16: COc1ccc(CCN2C(=O)c3cccc4cccc(c34)C2=O)cc1OC

compound no.	9	10	11	12	13	14	15	16
CHX counter	18	0	-1	-1	-3	3	40*	11
Shiga inhibitor	35	-7	-5	-5	-13	-1	53	11
TbPYK inhibitor	10%	1%	-1%	0%	-3%	2%	-2%	-2%
LmPK inh	-9%	-3%	0%	2%	1%	2%	4%	3%
Pf growth 48h	34%[activator]	14%	-10%	-3%	?	0%	4.7µM*	4%
Pf growth 96h	320%[activator]	9.3µM*	?	11%	19%	?	22%	?
AMA1 RON2 block	-4%	-3%	8%	-5%	-15%	18%	-1%	7%

17: COc1c2occc2c(OC)c2c(=O)cc(C(F)(F)F)oc12
18: O=C1CSC(c2ccc(F)cc2)N1c1nnc(C23CC4CC(CC(C4)C2)C3)s1 (centres undefined)
19: CCCCN(C(=O)COC(=O)c1ccc(C=O)cc1)c1c(N)n(CCC)c(=O)[nH]c1=O
20: O=C(COc1ccccc1-c1ccccc1)N/N=C/c1ccccn1
21: COc1ccccc1C(=O)NC(=S)N1CCCc2ccccc21
22: O=S(=O)(N/N=C/c1ccc(N2CCOCC2)cc1)c1ccccc1
23: COC(CNC(=O)CNC(=S)N(CCCN1CCOCC1)Cc1cccs1)OC
24: CCOc1ccc(N(CC(=O)NC2CCCCC2)C(=O)CNC(=O)c2cccs2)cc1

compound no.	17	18	19	20	21	22	23	24
CHX counter	-1	1	/	-3	48*	9	-4	-9
Shiga inhibitor	-12	-10	/	-5	164*	25	-2	-1
TbPYK inhibitor	-10%	/	1%	-16%	-14%	-2%	-12%	-6%
LmPK inh	1%	0%	/	6%	2%	2%	-2%	2%
Pf growth 48h	/	/	?	?	40%[activator]	?	-4%	-16%
Pf growth 96h	1%	-6%	?	1%	33%[activator]	?	-25%	-16%
AMA1 RON2 block	7%	/	8%[11.6 µM]	95%[activator]	5%	0%	-11%	-2%

25: Cc1ccc(C2(c3noc(CN(C)Cc4cccnc4)n3)CCCC2)cc1
26: CN1C(CCl)Nc2cc(Cl)c(S(N)(=O)=O)cc2S1(=O)=O (centres undefined)
27: CC(=O)Cc1nsc(NC(=O)C2Cc3ccccc3C(=O)O2)n1 (centres undefined)
28: COc1ccc(C)cc1N(CC(=O)N1CCCCCC1)S(=O)(=O)c1ccc(C)cc1
29: CCCc1ccc(OCC(O)CN2CCN(c3ccccn3)CC2)cc1 (centres undefined)
30: Cc1ccc(NC(=O)CCN2CC(C)OC(C)C2)cc1 (centres undefined)
31: O=C(O)C1C2C=CC(C2)C1C(=O)NCc1ccoc1 (centres undefined)
32: COc1ccc(NC(=O)c2nc[nH]c2C(=O)N[C@H](C)c2ccccc2)cc1

compound no.	25	26	27	28	29	30	31	32
CHX counter	-1	/	2	7	-8	-4	0	1
Shiga inhibitor	12	/	5	-30	-5	/	-8	-4
TbPYK inhibitor	10%	-2%&-1%	-4%	-8%	-10%	4%	?	-4%
LmPK inh	1%	/	6%	-10%	-5%	11%	2%	6%
Pf growth 48h	?	-20%	/	?	8%	11%	-10%	?
Pf growth 96h	-11%	12µM*	4%	?	1%	-9%	?	?
AMA1 RON2 block	-13%	1%	-4%	-7%	3%	3%	15%	134%[activator]

A draw from above in order of formula weight, rising.
31: O=C(O)C1C2C=CC(C2)C1C(=O)NCc1ccoc1 (centres undefined)
21: COc1ccccc1C(=O)NC(=S)N1CCCc2ccccc21
22: O=S(=O)(N/N=C/c1ccc(N2CCOCC2)cc1)c1ccccc1
29: CCCc1ccc(OCC(O)CN2CCN(c3ccccn3)CC2)cc1 (centres undefined)
26: CN1C(CCl)Nc2cc(Cl)c(S(N)(=O)=O)cc2S1(=O)=O (centres undefined)
25: Cc1ccc(C2(c3noc(CN(C)Cc4cccnc4)n3)CCCC2)cc1
32: COc1ccc(NC(=O)c2nc[nH]c2C(=O)N[C@H](C)c2ccccc2)cc1
19: CCCCN(C(=O)COC(=O)c1ccc(C=O)cc1)c1c(N)n(CCC)c(=O)[nH]c1=O
28: COc1ccc(C)cc1N(CC(=O)N1CCCCCC1)S(=O)(=O)c1ccc(C)cc1
24: CCOc1ccc(N(CC(=O)NC2CCCCC2)C(=O)CNC(=O)c2cccs2)cc1

compound no.	31	21	22	29	26	25	32	19	28	24
CHX counter	0	48*	9	-8	/	-1	1	/	7	-9
Shiga inhibitor	-8	164*	25	-5	/	12	-4	/	-30	-1
TbPYK inhibitor	?	-14%	-2%	-10%	-2%&-1%	10%	-4%	1%	-8%	-6%
LmPK inh	2%	2%	2%	-5%	/	1%	6%	/	-10%	2%
Pf growth 48h	-10%	40%[activator]	?	8%	-20%	?	?	?	?	-16%
Pf growth 96h	?	33%[activator]	?	1%	12µM*	-11%	?	?	?	-16%
AMA1 RON2 block	15%	5%	0%	3%	1%	-13%	134%[activator]	8%[11.6 µM]	-7%	-2%

23: COC(CNC(=O)CNC(=S)N(CCCN1CCOCC1)Cc1cccs1)OC

compound no.	23
CHX counter	-4
Shiga inhibitor	-2
TbPYK inhibitor	-12%
LmPK inh	-2%
Pf growth 48h	-4%
Pf growth 96h	-25%
AMA1 RON2 block	-11%

(further entries)
33: COc1ccc(NC(=O)c2oc3ccccc3c2NC(=O)C2CC2)cc1OC
34: CCC(C)c1ccccc1N1CC(C(=O)NCCC2=CCCCC2)CC1=O (centres undefined)
35: COC(=O)COc1cccc2c(=O)n(CC(=O)N3CCCc4ccccc43)ccc12
36: Clc1ccc(-c2nnc(CSc3nnc(-c4cccs4)n3Cc3ccccc3)o2)cc1
37: CCOC(=O)N1CCN(C(=O)C2CCN(S(=O)(=O)c3ccc(OCC)cc3)CC2)CC1
38: Cc1ccc(-n2nc3c(=O)n(CC(=O)c4ccc(F)cc4)nc(C)c3c2C)cc1
39: COc1ccc(-n2c(=O)c3ccccc3n(Cc3ccc(F)cc3)c2=O)cc1OC
40: COc1ccc(N2CCN(C(=O)C3CC(O)CN3S(=O)(=O)c3ccc([N+](=O)[O-])cc3)CC2)cc1 (centres undefined)

compound no.	33	34	35	36	37	38	39	40
CHX counter	7	/	8	-5	0	-3	-1	-4
Shiga inhibitor	34	/	20	-18	-7	-16	-15	-4
TbPYK inhibitor	-2%	-2%	2%	-13%	0%	1%	-18%	-14%
LmPK inh	1%	/	-12%	3%	2%	-1%	1%	-3%
Pf growth 48h	?	?	16%	?	0%	-11%	8%	16%
Pf growth 96h	12µM*	15µM*	6%	?	44%[activator]	?	/	11%
AMA1 RON2 block	-1%	1%[11.6 µM]	1%	-3%	-2%	-20%	-14%	24%

41: CC(C)(C)c1ccc(C(=O)NNC(=S)NCC2CCCO2)cc1 (centres undefined)
42: Cc1ccc(C)c(OCCC(=O)OCC(=O)Nc2ccc(C)c(S(=O)(=O)N3CCCCC3)c2)c1
43: COC(=O)CC1(CC(=O)OC)C(=O)NC(=O)NC1=O
44: COc1ccc(/C(O)=C2/C(=O)C(=O)N(c3ncccn3)C2c2ccc(C(C)(C)C)cc2)cc1 (centres undefined)
45: Cc1ccc(-n2c(Cc3cccn3C)nnc2SCC(=O)NC2CCCCC2)cc1
46: Cc1cc(C)cc(NC(=S)N(Cc2cccc(Br)c2)CC2CCC(C(=O)O)CC2)c1 (centres undefined)
47: CCOC(=O)c1c(NC(=O)Nc2ccc(F)cc2)sc2c1CCN(C)C2
48: CC(C)(C)OC(=O)N[C@@H](Cc1ccccc1)C(=O)N[C@@H](CO)[C@H](O)[C@@H]1C[C@@H]1C(=O)NC1CC1

compound no.	41	42	43	44	45	46	47	48
CHX counter	9	/	-4	1	-6	1	-1	-1
Shiga inhibitor	26	/	0	16	-24	6	-8	4
TbPYK inhibitor	-10%	-5%	-3%	/	1%	0%	5%	0%
LmPK inh	0%	/	1%	-4%	3%	5%	4%	-4%
Pf growth 48h	18%	-14%	15%	17%	?	?	8.3µM*	-1%
Pf growth 96h	21%	6%	/	-17%	19%	45%[activator]	?	?
AMA1 RON2 block	47%[activator]	-10%	4%	/	6%	0%	0%	3%

49: CCOC(=O)c1c(C)[nH]c2ccc(O)cc12
50: COCCNc1nnc(SCC(=O)NNC(=O)c2ccco2)s1
51: O=C(NCc1ccco1)C(c1ccc(F)cc1)N(Cc1cccnc1)C(=O)Cn1nnc2ccccc21 (centres undefined)
52: C=CCNC(=O)CC(=O)N/N=C/c1ccc(C(=O)OC)cc1
53: CCCCNC(=O)C1CCCN1C(=O)Nc1ccccc1 (centres undefined)
54: CCN(CC)c1ccc(NC(=O)c2ccc(NC(=O)C3CCCO3)cc2)c(C)c1 (centres undefined)

compound no.	49	50	51	52	53	54
CHX counter	-2	/	-1	-3	-2	-1
Shiga inhibitor	-3	/	-8	1	-9	-3
TbPYK inhibitor	1%	-1%	3%	-2%	-11%	-19%
LmPK inh	3%	/	-1%	-1%	0%	-1%
Pf growth 48h	/	-15%	?	17%	11%	-29%
Pf growth 96h	?	-15%	?	-2%	-25%	7%
AMA1 RON2 block	-9%	109%[activator]	-3%	27%	4%	-8%
